# Screening results as filed in PubChem BioAssay.
# KCC2 mod: modulators of human KCC2 chloride dependent transport. Q9H2X9. KCC2 cells, thallium flux FluoZin-2 fluorescence. B-score of Tl+ flux slope (higher = more flux/activation; lower = inhibition) at 10 µM. 190,000 compounds, 2.2% hits;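 active = thallium flux slope and its plate-corrected score both differing from the plate sample mean at a set confidence after two filtering rounds, in either direction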;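 also: slope of fluorescence scaled to starting intensity during 10 to 20 s after thallium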
# PERK inhibitor: blocks human PERK kinase; 220,000 compounds, 0.17% hits; CHO PERK-DD fusion, SEAP luminescence translation reporter; inhibition, % at 5.6 µM; Q9NZJ5;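 active = inhibition above the mean inhibition of all tested compounds plus 3 SD, set separately per screening campaign, cut at about 2.9% in these data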;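 also: PERK kinase domain activated by AP20187 dimerizer at 100 nM; 0% = DMSO with dimerizer and 100% = rapamycin at 8.4 µM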
# FXIa inh: factor XIa (human) inhibition; P03951; purified FXIa, Boc-Glu-Ala-Arg-AMC fluorogenic substrate; inhibition, % at 5 µM; 220,000 compounds, 0.14% hits; AID 798;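 active = inhibition of at least 40%; inactive = inhibition below 40%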;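 also: fluorescence of freed AMC excited at 355 nm; 0% = enzyme without compound and 100% = no enzyme blank; many of its hits are not listed in these tables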
# FXIIa inh: inhibitors of human coagulation factor XIIa; P00748; purified FXIIa, Boc-QGR-AMC fluorogenic substrate, 2 h; inhibition, % at 5 µM; 220,000 compounds, 0.3% hits; AID 800; in the data active = inhibition above about 40%;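 also: 0% = enzyme with no compound and 100% = blank without enzyme; many of its hits are not listed in these tables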
# Wee1 degr inh: human Wee1 degradation inhibition, primary screen; reporter increase, % at 5 µM; P30291; 220,000 compounds, 1.2% hits; HeLa Luc-Wee1K328M stability, luciferase luminescence; 100% = proteasome inhibitor MG132 effect;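 active = activation above the mean of all tested compounds plus 3 SD, set per screening run, cut at about 8.8% in these data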;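 also: cells exposed to compound for 20 h before luminescence read; 0% = DMSO alone and 100% = MG132 at 30 µM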
# p97 inhibitor: blocks human p97 ATPase activity; P55072; recombinant p97 ATPase, Kinase-Glo ATP luminescence, 3 h; inhibition, % at 8 µM; 220,000 compounds, 0.42% hits; in the data active = inhibition above about 15%;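 also: 0% = DMSO vehicle and 100% = wells lacking enzyme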
# Target sequence (P55072 whole entry, looked up): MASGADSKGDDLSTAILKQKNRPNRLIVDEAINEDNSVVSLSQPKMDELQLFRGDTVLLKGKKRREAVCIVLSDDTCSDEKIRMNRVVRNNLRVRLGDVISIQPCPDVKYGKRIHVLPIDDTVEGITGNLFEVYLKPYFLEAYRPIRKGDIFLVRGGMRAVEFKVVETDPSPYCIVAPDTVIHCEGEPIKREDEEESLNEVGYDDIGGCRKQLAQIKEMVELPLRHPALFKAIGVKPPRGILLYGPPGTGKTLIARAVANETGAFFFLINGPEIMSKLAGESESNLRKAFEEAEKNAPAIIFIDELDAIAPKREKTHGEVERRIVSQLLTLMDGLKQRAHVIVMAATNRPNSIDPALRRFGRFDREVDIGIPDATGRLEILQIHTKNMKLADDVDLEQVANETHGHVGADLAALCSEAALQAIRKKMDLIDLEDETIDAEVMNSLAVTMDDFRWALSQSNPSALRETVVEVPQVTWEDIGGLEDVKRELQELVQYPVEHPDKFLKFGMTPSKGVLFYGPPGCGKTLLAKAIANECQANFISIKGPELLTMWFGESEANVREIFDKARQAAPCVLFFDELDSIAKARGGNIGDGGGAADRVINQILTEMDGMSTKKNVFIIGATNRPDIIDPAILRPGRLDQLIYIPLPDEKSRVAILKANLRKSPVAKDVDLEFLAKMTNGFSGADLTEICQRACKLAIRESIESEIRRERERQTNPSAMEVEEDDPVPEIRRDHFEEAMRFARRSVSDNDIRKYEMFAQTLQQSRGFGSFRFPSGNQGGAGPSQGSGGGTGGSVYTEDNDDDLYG
# Thrombin inh: thrombin (human) inhibition. P00734. AID 1046. 220,000 compounds, 0.26% hits. alpha-thrombin, Boc-VPR-AMC fluorogenic substrate cleavage. inhibition, % at 5 µM;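 active = inhibition at or above 40%; inactive = inhibition below 40%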;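 also: 0% = enzyme with no compound and 100% = wells without enzyme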
#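 Material: Human alpha-thrombin protein | Buffer or medium: pH 7.5 Tris-saline with Tween 20 | Reagent: Boc-VPR-AMC substrate, 15 µM final | Schedule: Reaction at ambient temperature | Detection: AMC fluorescence at 355 nm excitation and 460 nm emission | Evaluation: Percent inhibition scaled between no-compound controls and no-enzyme blanks | Controls: no-compound enzyme wells and no-enzyme blanks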
# Furin inhibitor: inhibitors of human furin | inhibition, % at 30 µM | 220,000 compounds, 0.061% hits | purified furin, fluorogenic substrate cleavage | AID 463115 | P09958; in the data active = inhibition above about 25%; also: inactives centre near -15
# KLK5 inh: kallikrein 5 (human) inhibition; Q9Y337; recombinant hK5, fluorogenic AMC substrate cleavage; inhibition, % at 5 µM; 210,000 compounds, 0.59% hits; AID 873;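 active = inhibition of 40% or more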;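 also: 0% = enzyme controls without compound and 100% = no-enzyme blanks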
# Target sequence (Q9Y337 67-293 limits assumed): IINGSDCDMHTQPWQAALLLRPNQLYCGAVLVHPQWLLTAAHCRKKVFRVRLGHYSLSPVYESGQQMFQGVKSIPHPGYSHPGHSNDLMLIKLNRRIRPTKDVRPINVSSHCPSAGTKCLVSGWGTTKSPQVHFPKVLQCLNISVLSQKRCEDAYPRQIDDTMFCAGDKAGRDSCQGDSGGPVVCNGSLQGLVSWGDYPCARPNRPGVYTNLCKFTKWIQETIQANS
# Numbers without * were called inactive; x = not tested or not shown; [ ] = another dose, or the depositor's remark. Compounds were not picked by outcome; any-hit rate near 4.4%.
# Start of the data: the first three compounds, ahead of the listing:
SMILES,KCC2 mod,PERK inhibitor,FXIa inh,FXIIa inh,Wee1 degr inh,p97 inhibitor,Thrombin inh,Furin inhibitor,KLK5 inh
COc1ccc(N2CCN(C(=O)Cn3c(=O)[nH]c4ccccc4c3=O)CC2)cc1,-1,0.4,-5,5,-1,3,-5,-25,-2
C=CCN1C(=S)N[C@@H]2CS(=O)(=O)C[C@@H]21,0.26,1.0,-5,11,-3,5,1,-23,0
C=CCn1c(SCC(=O)Nc2ccc3c(c2)OCO3)nnc1-c1ccccc1O,x,-1.2,1,2,-1,-5,-9,-4[20 µM],1

# The listing, from the first entry:
SMILES,KCC2 mod,PERK inhibitor,FXIa inh,FXIIa inh,Wee1 degr inh,p97 inhibitor,Thrombin inh,Furin inhibitor,KLK5 inh
COc1ccc(N2CCN(C(=O)Cn3c(=O)[nH]c4ccccc4c3=O)CC2)cc1,-1,0.4,-5,5,-1,3,-5,-25,-2
C=CCN1C(=S)N[C@@H]2CS(=O)(=O)C[C@@H]21,0.26,1.0,-5,11,-3,5,1,-23,0
C=CCn1c(SCC(=O)Nc2ccc3c(c2)OCO3)nnc1-c1ccccc1O,x,-1.2,1,2,-1,-5,-9,-4[20 µM],1
CC1(C)Cc2c(c(N3CCOCC3)nc3sc(-c4ccc(C(=O)O)o4)c(N)c23)CO1,0.57,-1.2,-13,-10,-4,4,-11,-10[20 µM],-2
COCc1ccc(O)c2ncccc12,-0.063,-1.6,0,19,-2,-2,4,-6[20 µM],-221
Cc1ccc2sc(C)[n+](CCCS(=O)(=O)[O-])c2c1,-0.036,1.3,-3,1,1,2,0,-26,-9
Cc1c(C(=O)N2CCCCCC2)oc2ccccc12,0.76,-0.7,0,14,0,-2,19,-6[20 µM],18
CCOCC(=O)Nc1ccccc1C(=O)OCC,-1.5,0.3,-1,-13,-2,-2,-13,-20[20 µM],-20
Cc1ccc(S(=O)(=O)N2CCOCC2)cc1NC(=O)CN1CCC(Cc2ccccc2)CC1,-1.7,0.7,0,6,2,-9,0,-2,x
CCn1c(CNC(=O)COc2ccc(C(C)C)cc2)nnc1SCC(=O)Nc1ccc(F)cc1,-2.3,-0.4,1,10,-1,0,-2,-19[20 µM],3
CC(C)n1c(NCc2cccs2)nc2ccccc21,x,0.2,0,18,8.8*,7,-10,-30,-11
COCCCNC(=S)N/N=C/c1ccc(O)cc1,0.34,0.4,-1,5,-2,0,1,-6,-4
Nc1nc(CSC(=S)N2CCN(c3ccccc3)CC2)nc(Nc2ccccc2)n1,1.3,-0.4,-7,3,1,2,-6,-16,-1
O=C(O)Cn1ccc2ccccc21,0.61,0.8,-1,8,3,2,-1,-25,0
Cc1cccc(C)c1-n1c(=O)n(Cc2ccccc2)c(=O)c2[nH]cnc21,-0.012,0.2,1,7,-4,0,-5,-16,-2
O=C(NC(=O)N1CCN(c2ccccc2)CC1)c1ccc(Cl)cc1,-0.22,0.7,-1,12,2,1,0,-17[20 µM],-6
COc1cc(CCC(=O)Nc2cc(Cl)ccc2N2CCN(C)CC2)cc(OC)c1OC,-0.23,-1.0,-2,-2,9.2*,0,-3,-16[20 µM],5
Cc1ccc(NC(=O)CCC(=O)c2cccs2)c(O)c1,-0.5,0.1,0,8,15*,0,0,-24,1
COc1ccc(C2C=C(c3ccc(C)cc3)Nc3ncnn32)cc1 (stereo not drawn),x,-0.4,2,8,-1,1,-5,-21,-21
CC1Cn2c(nnc2-c2cccc(Cl)c2)S1 (stereo not drawn),-0.012,0.9,-2,9,0,-4,-6,-18,-8
Cc1ccc2nc(NC(=O)C3CCN(S(=O)(=O)c4cnc[nH]4)CC3)sc2c1,-1,-0.2,5,13,5,3,1,-20,-8
Cc1cccn2c(=O)c(C=O)c(N3CCSCC3)nc12,-0.2,0.4,0,9,-1,2,-4,-14,1
Cc1cccn2c(=O)c3cc(C#N)c(=O)n(-c4c(C)n(C)n(-c5ccccc5)c4=O)c3nc12,0.31,0.2,1,16,2,5,2,-15,-23
O=CN1CCN(C(=O)c2ccc([N+](=O)[O-])cc2)CC1,0.23,0.9,-2,8,-3,2,-1,-33,-13
COc1ccc(C(N)=O)cc1N,1.1,0.6,0,1,-1,-1,-8,-16[20 µM],2
# (continued)
SMILES,KCC2 mod,PERK inhibitor,FXIa inh,FXIIa inh,Wee1 degr inh,p97 inhibitor,Thrombin inh,Furin inhibitor,KLK5 inh
CCOc1ccc(CCNS(=O)(=O)c2cccc3nsnc23)cc1OCC,0.29,-0.8,-4,16,-2,-1,-11,-16[20 µM],-19
Cc1ccc(C(=O)CC(=O)COc2ccc(Cl)cc2)cc1,21*,0.1,6,9,-2,7,2,-6,-1
COc1ccc(C)cc1NC(=O)C(OC(=O)CNC(=O)c1ccc(Br)cc1)c1ccccc1 (stereo not drawn),0.15,0.5,3,9,-2,-7,2,-7,-5
CN1C(=O)C2(C(C#N)=C(N)N(c3ccc(Cl)cc3)C3=C2C(=O)CC(C)(C)C3)c2ccccc21 (stereo not drawn),-1.3,0.2,-4,-2,4,4,1,-7[20 µM],-5
Cc1cc(C)n(-c2cc(N3CCN(S(=O)(=O)c4ccc(Cl)cc4)CC3)ccc2[N+](=O)[O-])n1,-1.5,-0.1,7,14,1,0,-2,-11,-7
Cc1cnc(C(=O)N2CCc3c([nH]c4ccccc34)C2c2ccc(F)cc2)cn1 (stereo not drawn),x,0.7,2,12,0,2,-2,-27,x
Cn1cccc1CC(=O)N/N=C\c1ccccc1,-0.033,0.9,-2,2,-5,5,-6,-15,0
COC(=O)C(NC(=O)c1ccccc1)(Nc1cc(C)cc(C)n1)C(F)(F)F (stereo not drawn),0.19,0.2,3,7,0,-5,-2,-8[20 µM],-12
O=C(CCCC(=O)OCC(Cl)=C(Cl)Cl)Nc1ccccc1F,-0.25,0.0,-7,0,-3,-5,-6,-14,13
COc1ccc(C(=O)Cn2c(C)nc([N+](=O)[O-])c2Br)cc1,-0.93,0.3,4,16,1,11,5,-13,3
O=C1N=C(N2CCN(c3ccccc3)CC2)SC1Cc1ccccc1 (stereo not drawn),-1,-0.2,4,6,-2,14,-6,-13,-3
COc1ccc(OC(C)C(=O)NCCc2nc3ccccc3[nH]2)cc1 (stereo not drawn),0.65,-0.2,7,14,1,4,3,-7,-6
Cc1ccc(NC(=O)COC(=O)c2ccc([N+](=O)[O-])o2)cc1S(=O)(=O)N1CCCCCC1,-0.35,0.3,8,10,-2,6,x,-31,5
CCNc1nc(NCC)n2c(SC(C(=O)Nc3cc(C)ccc3OC)c3ccccc3)nnc2n1 (stereo not drawn),-1.5,-1.0,1,5,0,-2,0,13,-16
CSc1ccccc1NC(=S)N/N=C/c1cccn1Cc1cccc(C)c1,x,0.2,0,15,3,3,0,-32,x
Cc1ccc(Cn2ccc(NC(=O)c3noc4c3CCCC4)n2)cc1,-0.56,0.5,3,14,1,0,-1,-12,1
O=C(CNC(=S)N(CCCN1CCOCC1)Cc1cccs1)N1CCOCC1,0.37,0.3,2,6,-2,7,-1,-24,-22
O=C(Cn1c(=S)[nH]c2ccccc2c1=O)N1CCc2ccccc2C1,-1.8,0.4,-9,6,0,0,-32,-31,-4
O=[N+]([O-])c1nn(-c2ccccc2)n(O)c1=NC1CCN(Cc2ccccc2)CC1,-0.36,-0.2,3,14,1,2,4,-13,3
CCOC(=O)C1=C(C)N(CCCC(=O)NCc2ccc3c(c2)OCO3)C(=O)NC1c1ccc(Br)cc1 (stereo not drawn),0.13,0.6,8,15,3,10,1,-16,-1
Cn1c2ccccc2c2ncn(Cc3ccco3)c(=O)c21,-2.6,-0.9,-4,10,-3,-9,-3,2,-10
CCOC(=O)c1[nH]c2ccc(OC)cc2c1NC(=O)c1nonc1C,-0.0066,-0.2,3,19,0,-1,3,-16,2
O=C1CCCC2=C1C(c1cccs1)n1ncnc1N2 (stereo not drawn),-0.55,0.8,0,-10,0,1,-2,-22[20 µM],-5
CC12CCC(C(=O)O)(c3nc4cc([N+](=O)[O-])ccc4nc31)C2(C)C (stereo not drawn),-0.041,0.7,-1,1,-3,7,-11,-14,-1
COC(=O)c1cccc(/C=N/NC(N)=S)c1O,0.5,0.7,-3,6,-1,5,-1,-15,-3
# Following part.
SMILES,KCC2 mod,PERK inhibitor,FXIa inh,FXIIa inh,Wee1 degr inh,p97 inhibitor,Thrombin inh,Furin inhibitor,KLK5 inh
COC(=O)c1cc(COC(=O)c2nc3nc(C)cc(C)n3n2)oc1C,0.32,0.3,-6,-2,-1,2,-12,-17,-12
CCOC(=O)N1CCN(C(=O)CN(c2ccccc2OC)S(=O)(=O)c2ccc(OC)cc2)CC1,0.44,-1.4,-6,9,1,0,0,-12,8
CCCCCCC(=O)Nc1ccc(Br)cn1,-1.9,0.4,1,10,2,-6,4,-18,1
CCOC(=O)Cn1cnc2c(sc3nc(C)cc(C)c32)c1=O,-0.12,-0.8,-1,-4,-3,7,-1,-8,0
N#CCC(=O)N1CCN(C=O)CC1,-0.13,-0.2,-1,5,0,9,-15,-30,0
O=c1oc(-c2ccccc2F)nc2scc(-c3ccccc3)c12,-0.55,0.3,10,20,1,12,-1,-18,5
COC(=O)c1ccc2nc(NC(=O)COC(=O)CSc3nc(C)cc(C)n3)sc2c1,0.88,0.3,24,10,-2,-3,-6,-4,1
Cc1ccc(S(=O)(=O)N(C)C)cc1NC(=O)c1cc(C(C)(C)C)nn1Cc1ccccc1,-0.59,-1.2,-1,3,2,-7,-5,-17,0
Cc1ccc(-c2ccc(CCC(=O)O)n2CC(=O)O)cc1,0.39,1.4,7,11,1,0,3,-18[20 µM],-14
O=C(NCCSc1ccccc1)c1ccc(Br)cc1,-1.7,0.3,-2,11,4,4,-8,-22,-6
Cc1cc(C(=O)NCc2ccco2)c2ccccc2n1,0.64,-0.5,-4,0,-2,2,-3,2,-10
CCC(Sc1ncnc2sc(C)c(C)c12)C(=O)OC (stereo not drawn),x,-1.3,-5,-2,0,-3,-6,-3[20 µM],-6
CCCCn1c(=O)c(CCC(=O)OCC(=O)Nc2ccc(F)c(Cl)c2)nc2ccccc21,0.93,0.2,21,34,3,5,-1,-9,-14
COc1ccc(-c2c(C#N)c(N)nc3c2CCCCCC3)cc1OC,0.66,-0.3,1,13,1,0,0,-23[20 µM],-13
Cc1cc(C(=O)CSc2nc(N)cc(=O)[nH]2)c(C)n1-c1cccc(F)c1,-2,0.2,-2,4,1,2,6,-10,-5
O=C(Cn1nnc(-c2cccc(C(F)(F)F)c2)n1)NC(=O)NCc1ccco1,-0.78,0.5,8,13,-1,4,0,-15[20 µM],3
O=C(c1ccc(F)cc1)n1cc(C(=S)N2CCOCC2)c2ccccc21,-0.31,0.6,1,9,4,1,-2,-31,x
Cc1nc2ccccc2c(=O)n1/N=C/c1cccnc1,1.4,1.2,0,7,-2,4,-7,-4[20 µM],-13
Cc1ccc(-n2nc(C)c3c(=O)[nH]c(C(F)(F)F)nc32)cc1,0.0075,-1.2,1,4,-1,0,-10,-5,-8
CCOc1ccc(CN(CCC#N)C(=S)NC(=O)c2ccccc2)cc1,30*,-0.9,2,9,0,3,-5,-22,-9
O=C(Nc1ccc2oc(-c3ccccc3)nc2c1)C1CCCO1 (stereo not drawn),0.2,-0.6,8,11,1,1,-9,-40,-11
COC(=O)CN1C(=O)Nc2ccc(C)cc2C1c1ccccc1 (stereo not drawn),-1,0.3,-6,2,2,3,-9,-24,-5
Clc1cccc(CN2CCC(Cc3ccccc3)CC2)c1,0.74,0.2,-3,12,-3,-4,-7,-20[20 µM],-4
